NADH coupling: inhibitors of PK/LDH coupling enzymes, profiling panel, artefact control, biochemical, MLSMR library; IC50, µM (top dose mostly 10 µM), inactives show top-dose inhibition; actives 0.02% (n = 65,000); coupled PK/LDH NADH assays, four targets;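 active means single-dose screening hits from any of four coupled enzyme assays that gave an IC50 when retested across doses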;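 further: the DPM-DC format reads NADH fluorescence rather than 340 nm absorbance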
MMP13 inh: human MMP13 inhibitors, primary screen, biochemical, FRET peptide cleavage | inhibition, % at 4 µM | actives 0.07% (n = 65,000) | AID 570, 2006 | MMP-13 fTHP FRET cleavage, Mca fluorescence | Collagenase 3 (Homo sapiens), P45452;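 active means inhibition above the mean of compound-free control plate wells plus 3 SD, cut at about 14% in these data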;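 further: 0% = DMSO wells and 100% = wells with reference MMP-13 inhibitor after basal subtraction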
HTR1E antagonist: 5-HT1E receptor antagonists, primary screen, cell-based, HTS. CHO 5-HT1E Ga15 NFAT-bla reporter, FRET, antagonist. inhibition, % at 6 µM. actives 0.99% (n = 65,000). AID 571, 2007;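 active means inhibition above a set limit, the mean inhibition across every tested compound plus 3 SD, cut at about 29% in these data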;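 further: signal is the 460 over 535 nm emission ratio of beta-lactamase substrate; 0% = agonist plus DMSO wells and 100% = wells without agonist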
5HT1a antag: human 5-HT1a receptor antagonists, primary screen, cell-based, CHO, Ga15 NFAT-bla reporter; actives 0.68% (n = 62,000); inhibition, % at 10 µM; 5-hydroxytryptamine receptor 1A (Homo sapiens), P08908; CHO 5-HT1a Ga15 NFAT-bla reporter, antagonist mode;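 active means inhibition above the mean of all tested compounds plus 3 SD, cut at about 43% in these data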;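 further: receptor stimulated by 5-CT agonist at 100 nM near EC80; beta-lactamase reporter measured by ratiometric fluorescence of a cleavable substrate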
Target sequence (P08908 whole entry, looked up): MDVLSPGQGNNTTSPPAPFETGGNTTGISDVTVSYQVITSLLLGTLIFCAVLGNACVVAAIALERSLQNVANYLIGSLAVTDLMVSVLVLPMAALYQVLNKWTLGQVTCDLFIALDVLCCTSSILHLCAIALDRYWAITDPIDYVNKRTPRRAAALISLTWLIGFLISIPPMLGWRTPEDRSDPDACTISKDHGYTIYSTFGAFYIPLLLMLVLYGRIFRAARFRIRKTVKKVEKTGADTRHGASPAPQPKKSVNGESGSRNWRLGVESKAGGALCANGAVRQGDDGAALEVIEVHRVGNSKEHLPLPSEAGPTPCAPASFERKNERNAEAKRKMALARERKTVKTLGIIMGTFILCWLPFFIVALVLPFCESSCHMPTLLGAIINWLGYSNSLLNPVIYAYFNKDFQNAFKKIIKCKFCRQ
HTR1A agonist: human 5-HT1a receptor agonists, primary screen, cell-based, CHO, Ga15 NFAT-bla reporter | 5-hydroxytryptamine receptor 1A (Homo sapiens), P08908 | CHO 5-HT1a Ga15 NFAT-bla reporter, FRET ratio; 0% basal, 100% maximal reference agonist | activation, % at 10 µM | actives 0.56% (n = 65,000);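 active means activation above the screen-wide mean activation plus 3 SD, cut at about 19% in these data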;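 further: 0% = DMSO wells and 100% = 5-CT at EC100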
RORA act: activators of orphan receptor RORA, primary screen, cell-based, luminescence | activation, % at 10 µM | actives 1.5% (n = 65,000) | AID 560, 2006 | Nuclear receptor ROR-alpha (Homo sapiens), P35398 | CHO-K1 Gal4-RORA LBD luciferase reporter; percent increase over mock-subtracted basal signal;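 active means activation above the mean of all tested compounds plus 3 SD, cut at about 49% in these data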;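 further: 0% = DMSO-treated RORA cells and 100% = added signal equal to DMSO minus mock-transfected cells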
Target sequence (P35398 whole entry, looked up, the tested form may be a part): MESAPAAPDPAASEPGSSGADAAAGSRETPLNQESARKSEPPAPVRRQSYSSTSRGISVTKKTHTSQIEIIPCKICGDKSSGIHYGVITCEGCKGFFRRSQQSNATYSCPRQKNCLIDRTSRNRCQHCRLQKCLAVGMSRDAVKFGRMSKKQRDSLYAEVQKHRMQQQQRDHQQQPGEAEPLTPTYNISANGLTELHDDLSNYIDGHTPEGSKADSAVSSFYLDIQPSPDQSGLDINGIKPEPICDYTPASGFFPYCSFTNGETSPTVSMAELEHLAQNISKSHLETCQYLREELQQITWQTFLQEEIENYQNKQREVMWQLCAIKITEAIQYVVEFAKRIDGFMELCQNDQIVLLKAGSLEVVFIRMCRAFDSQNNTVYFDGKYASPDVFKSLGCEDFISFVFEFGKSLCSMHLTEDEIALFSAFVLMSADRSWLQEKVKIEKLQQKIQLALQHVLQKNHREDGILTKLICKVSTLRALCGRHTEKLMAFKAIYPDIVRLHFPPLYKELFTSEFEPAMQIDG
SF1 activator: activators of human SF-1, primary screen, cell-based, CHO-K1, Gal4-SF-1 LBD, luciferase luminescence | actives 1.9% (n = 65,000) | Steroidogenic factor 1 (Homo sapiens), Q13285 | CHO-K1 Gal4-SF-1 LBD luciferase reporter; % increase over DMSO SF-1-specific signal | activation, % at 10 µM;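 active means activation above the mean activation of all tested compounds plus 3 SD, cut at about 50% in these data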
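Material: CHO-K1 cells with Gal4–hSF-1 LBD chimera plus Gal4-driven luciferase / Input: 4,000 CHO-K1 cells per well / Incubation: compound exposure 20 h at 37 °C / Signal: luminescence read 15 min after SteadyLite luciferase reagent, after room-temperature equilibration / Read-out: percent activation versus DMSO / Benchmarks: DMSO negative control and −SF1 background wells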
HTR1E agonist: 5-HT1E receptor agonists, primary screen, cell-based, HTS; 5-hydroxytryptamine receptor 1E (Homo sapiens), P28566; CHO 5-HT1E Ga15 NFAT-bla reporter, FRET; 0% DMSO wells, 100% control agonist wells; activation, % at 6 µM; actives 0.69% (n = 65,000);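 active means activation above a set limit, the screen-wide mean activation plus 3 SD, cut at about 8.5% in these data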;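 further: 100% = positive control agonist at 1 µM giving full maximal response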
Ecoli tolC: growth inhibitors of E. coli tolC mutant, primary screen, strain BW25113 ΔtolC::kan, 384-well. OD615. growth inhibition, % at 10 µM (by protocol). actives 2.2% (n = 65,000). AID 573, 2007;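 active means growth inhibition at or above a cutoff equal to the mean over every tested compound plus 3 SD, cut at about 60% in these data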;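 further: growth measured after 20 h incubation at 37 °C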
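Test system – E. coli BW25113 ΔtolC::kan, tolC deletion mutant strain · Detection – OD at 615 nm · Buffer or medium – LB with kanamycin 50 µg/mL · Times – 20 h compound exposure of bacteria at 37 °C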
The depositor's hits bear a star; / = not tested or not shown; [ ] = dose if it differs, or a comment. Compounds as they come, and some 7.2% of all compounds hit somewhere here.

cpd | structure | NADH coupling | MMP13 inh | HTR1E antagonist | 5HT1a antag | HTR1A agonist | RORA act | SF1 activator | HTR1E agonist | Ecoli tolC
1 | N#Cc1nc(-c2ccc(OCc3ccc(Cl)cc3)cc2)oc1NCc1cccnc1 | 2% | -7 | -6 | 5 | -1.2 | -5 | -5 | 0.4 | -6
2 | CCN(CC)C(=O)C1CCC(CNS(=O)(=O)c2cccc3cccnc23)CC1 (centres undefined) | 1% | 2 | -3 | -7 | 0.8 | 2 | -8 | -0.1 | 9
3 | COn1c(SCC(N)=O)nc2ccccc2c1=O | 6% | -3 | -4 | -15 | -0.6 | 11 | 27 | 0.0 | -6
4 | Cc1cc(C(=O)NCCCN2CCOCC2)n(-c2ccccc2)n1 | 1% | 8 | -18 | -4 | -0.7 | 7 | -20 | 0.0 | -8
5 | COCC(=O)N(C)c1nnc(-c2cnc(C)cn2)s1 | 15% | -14 | 1 | 0 | -3.1 | 19 | 5 | -1.1 | -23
6 | Cc1noc(C)c1S(=O)(=O)N1CCN(C(c2ccccc2)c2ccc(Cl)cc2)CC1 (centres undefined) | 6% | 1 | 5 | 23 | -3.4 | -1 | -7 | 0.7 | 0
7 | Cc1csc2ncc(C(=O)NCc3ccc4c(c3)OCO4)c(=O)n12 | 5% | 16* | -7 | -14 | -2.9 | -10 | 5 | 0.3 | 4
8 | CCC(=O)Nc1cc2c(cc1C(=O)c1ccccc1)OCCO2 | 6% | -4 | 1 | 9 | -3.7 | -31 | 0 | 0.0 | -3
9 | CCC(C)[C@H](NC(=O)NCc1cccs1)C(=O)OC (some centres undefined) | 9% | 4 | 6 | -11 | -0.5 | -19 | 10 | 0.1 | -31
10 | COc1ccc(-c2cc(=O)oc3c(C)c(O)c(CN(C)C)cc23)cc1 | 12% | -11 | 6 | -4 | -2.9 | -5 | 9 | 0.0 | 10
11 | COc1cccc(C(=O)Nc2cc(=O)n(C)c(=O)n2C)c1 | 13% | 0 | -10 | -10 | -2.4 | -5 | -6 | 0.3 | -13
12 | Cc1ccc(S(=O)(=O)N2CCC(C(=O)N[C@H](C(=O)N3CCN(C)CC3)C(C)C)CC2)cc1 | 2% | 3 | -11 | -2 | -0.1 | -14 | -16 | -0.6 | -7
13 | Cc1onc(-c2ccccc2Cl)c1C(=O)OCC(=O)Nc1ccc2c(c1)OCO2 | 4% | 2 | 6 | 15 | 0.8 | 15 | -3 | -0.6 | 12
14 | CC(C)CC(=O)NC1(C(F)(F)F)C(=O)Nc2c1c(=O)n(C)c(=O)n2C (centres undefined) | 1% | 3 | 0 | -2 | -3.4 | -16 | 1 | -0.1 | -9
15 | CCSc1sccc1C1C(C#N)=C(N)N(c2cccnc2)C2=C1C(=O)CCC2 (centres undefined) | 10% | -8 | 5 | 29 | 0.5 | 15 | 1 | 0.5 | 6
16 | CCCc1nc(NCc2ccncc2)c2nnn(Cc3ccccc3F)c2n1 | 1% | 1 | 5 | 6 | 0.6 | -20 | -4 | -0.4 | 16
17 | Cc1nc(NC(=O)c2cccnc2)ccc1Br | 1% | 0 | -9 | -13 | -2.7 | -4 | 10 | 0.5 | -3
18 | CCOC(=O)CCc1c(C)c2ccc(OC(C)C(=O)OCC)c(C)c2oc1=O (centres undefined) | 2%[fluoresces] | -66[fluorescence artefact?] | 6 | 2 | 0.8 | 3 | -5 | 0.7 | 54
19 | O=c1/c(=C/c2ccccn2)sc2nc3ccccc3n12 | 3% | -14 | 3 | 13 | -0.1 | 44 | 43 | 0.1 | 4
20 | Cc1ccccc1N(CC(=O)NCc1ccncc1)S(C)(=O)=O | 8% | 5 | 1 | 7 | -2.7 | 3 | 5 | -0.8 | -8
21 | Cc1ccc(C(CCN)c2ccco2)cc1 (centres undefined) | 3% | -2 | 0 | -4 | -1.2 | -4 | 23 | 1.0 | 3
22 | COc1ccc(NC(=O)c2cc(-c3cc(C)cc(C)c3O)n[nH]2)cc1Cl | 1% | -1 | 4 | 24 | 0.8 | -1 | -16 | -0.1 | 96*
23 | COc1ccc(NC(=O)Nc2ccc(C)cc2OC(F)F)cc1OC | 11% | 0 | 10 | 16 | -0.5 | -14 | -8 | -1.3 | 5
24 | Cc1cc(C)c(NC(=O)C(C)(C)C)c(Cl)c1 | 2% | 7 | 0 | -1 | -2.1 | -13 | -11 | -0.5 | -18
25 | Cn1c2c(c(=O)n(C)c1=O)C(CC(=O)Nc1ccccc1)C(=O)N2 (centres undefined) | 1% | 4 | 10 | 6 | -1.2 | -21 | 4 | -0.7 | -5
26 | Cc1cc(=O)[nH]c(SCC(=O)Nc2cccc(C(F)(F)F)c2)n1 | 1% | 0 | -15 | 4 | -1.2 | -9 | -3 | 0.1 | 13
27 | O=C(O)CC(C(=O)Nc1cccc(C(F)(F)F)c1)C1CCCO1 (centres undefined) | 1% | -4 | 5 | 2 | -4.2 | 9 | 19 | -0.1 | -7
28 | COc1ccc(S(=O)(=O)N2CCN(c3cccc(C)c3C)CC2)cc1 | 0% | 0 | 4 | 10 | -0.6 | 0 | 2 | 0.5 | 38
29 | CS(=O)CCC(NS(=O)(=O)c1ccccc1)C(=O)O (centres undefined) | 1% | 0 | 17 | 8 | -2.6 | 1 | -19 | -1.3 | -10
30 | O=C1Nc2ccccc2OC1CC(=O)N1CCN(c2cccc(C(F)(F)F)c2)CC1 (centres undefined) | 8% | 2 | -10 | 6 | -4.9 | 6 | -7 | 1.9 | 24
31 | Cc1nnc(NC(=O)CSc2nnc(Cc3cccn3C)n2CCc2ccccc2)s1 | 5% | 6 | -19 | -12 | -2.1 | 7 | -2 | -0.1 | 8
32 | O=C(NCCCNC(=O)c1ccccn1)c1ccccn1 | 4% | 12 | -8 | 2 | -4.8 | -3 | -18 | 0.1 | 2

Structures listed so far printed as active in MMP13 inh:
# | canonical_smiles | NADH coupling | MMP13 inh | HTR1E antagonist | 5HT1a antag | HTR1A agonist | SF1 activator | HTR1E agonist
7 | Cc1csc2ncc(C(=O)NCc3ccc4c(c3)OCO4)c(=O)n12 | 5% | 16* | -7 | -14 | -2.9 | 5 | 0.3

(more compounds)
cpd | structure | NADH coupling | MMP13 inh | HTR1E antagonist | 5HT1a antag | HTR1A agonist | RORA act | SF1 activator | HTR1E agonist | Ecoli tolC
33 | FC(F)(F)c1cccc(N2CCc3cn[nH]c32)c1 | 2% | -14 | -7 | / | -1.5 | -22 | -4 | 0.3 | 7
34 | COc1ccc(C2C(C#N)=C(N)Oc3cc(C)n(Cc4ccncc4)c(=O)c32)cc1 (centres undefined) | 2% | -3 | -2 | -2 | -1.9 | 8 | -8 | 0.7 | 2
35 | CCOC(=O)N1CCN(C(=O)COc2ccc3c(c2)C(=O)CC2(CCN(C(C)=O)CC2)O3)CC1 | 7%[fluoresces] | -103[fluorescence artefact?] | -4 | 9 | -4.5 | -12 | -5 | 0.6 | -6
36 | Oc1c(C(c2ccccn2)N2CCOCC2)ccc2cccnc12 (centres undefined) | 4% | -2 | 20 | 12 | -2.5 | -7 | -6 | -1.4 | 30
37 | CCOC(=O)c1c(N)nn(C(C)=O)c1-c1ccccc1 | 1% | -1 | -11 | 0 | -3.7 | 1 | -11 | 0.0 | -2
38 | O=C(CCCC(=O)N1CCc2ccccc21)N1CCc2ccccc21 | 4% | -3 | 11 | 14 | -4.6 | -3 | -6 | -0.4 | -7
39 | CCOC(=O)N1CCN(CC(O)COc2c(OC)cccc2OC)CC1 (centres undefined) | 10% | 0 | -7 | -10 | 168* | -6 | 4 | -0.3 | -10
40 | CCOC(=O)C1CCN(Cc2cnc(NC(=O)OC)s2)CC1 | 2% | 1 | -4 | 10 | -3.9 | -19 | 7 | -0.3 | -18
41 | Cc1cc(C)cc(OCC(=O)NCc2nc(-c3ccccc3)no2)c1 | 5% | 1 | -13 | -14 | -0.3 | -1 | 4 | 0.1 | 28
42 | O=C(NCCN1CCOCC1)c1ccc(CS(=O)(=O)c2c(Cl)cccc2Cl)o1 | 2% | -6 | -6 | 1 | -2.7 | -4 | -5 | 0.6 | -9
43 | O=C1NCCCC1C(=O)N1CCN(C(c2ccccc2)c2ccccc2)CC1 (centres undefined) | 7% | 2 | 5 | 7 | -1.6 | -1 | -14 | 0.2 | -1
44 | Cc1nc(SCC(=O)NCCc2ccccc2)n[nH]1 | 5% | 1 | 1 | 5 | -2.0 | 4 | 6 | 0.2 | -14
45 | CCOC(=O)C1=C(N)Oc2cc(C)n(C)c(=O)c2C1c1ccncc1 (centres undefined) | 2% | 0 | -3 | 5 | -4.0 | -6 | -18 | 1.1 | -16
46 | O=C(Cn1nc(Cl)nc1Cl)Nc1ccccc1 | 3% | 1 | 0 | 8 | -1.6 | -8 | 8 | -1.4 | -8
47 | COC(=O)c1ccc2nc(NC(=O)CN3C(=O)CCC3=O)sc2c1 | 7% | -2 | -5 | -1 | -0.9 | 2 | 8 | 0.0 | -8

Some of the entries above in another layout.
The line under a structure holds: NADH coupling | MMP13 inh | HTR1E antagonist | 5HT1a antag | HTR1A agonist | RORA act | SF1 activator | HTR1E agonist | Ecoli tolC
15) CCSc1sccc1C1C(C#N)=C(N)N(c2cccnc2)C2=C1C(=O)CCC2 (centres undefined)
  10% | -8 | 5 | 29 | 0.5 | 15 | 1 | 0.5 | 6
16) CCCc1nc(NCc2ccncc2)c2nnn(Cc3ccccc3F)c2n1
  1% | 1 | 5 | 6 | 0.6 | -20 | -4 | -0.4 | 16

5 entries out of the list, arranged by molecular weight, highest first:
cpd | structure | NADH coupling | MMP13 inh | HTR1E antagonist | 5HT1a antag | HTR1A agonist | RORA act | SF1 activator | HTR1E agonist | Ecoli tolC
43 | O=C1NCCCC1C(=O)N1CCN(C(c2ccccc2)c2ccccc2)CC1 (centres undefined) | 7% | 2 | 5 | 7 | -1.6 | -1 | -14 | 0.2 | -1
45 | CCOC(=O)C1=C(N)Oc2cc(C)n(C)c(=O)c2C1c1ccncc1 (centres undefined) | 2% | 0 | -3 | 5 | -4.0 | -6 | -18 | 1.1 | -16
41 | Cc1cc(C)cc(OCC(=O)NCc2nc(-c3ccccc3)no2)c1 | 5% | 1 | -13 | -14 | -0.3 | -1 | 4 | 0.1 | 28
40 | CCOC(=O)C1CCN(Cc2cnc(NC(=O)OC)s2)CC1 | 2% | 1 | -4 | 10 | -3.9 | -19 | 7 | -0.3 | -18
46 | O=C(Cn1nc(Cl)nc1Cl)Nc1ccccc1 | 3% | 1 | 0 | 8 | -1.6 | -8 | 8 | -1.4 | -8

Assay outcomes from PubChem.
